# NadD inh: NadD (S. aureus) enzyme inhibition | purified NadD enzyme, colorimetric absorbance read-out | inhibition, % at 20 µM | 360,000 compounds, 0.78% hits | AID 602399; in the data active = inhibition above about 26%; note: some compounds past the cut are filed as inactive
# Rpn11 inh: blocks the human proteasome subunit Rpn11 | human 26S proteasome, Ub4-pepOG fluorescence polarization; 20S core pre-blocked with epoxomicin | calls only at 20 µM | 360,000 compounds, 0.59% hits | AID 588493;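 active = inhibition at 20 µM, scaled to each plate's controls, above about 33%, limit read from the data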
# FAS TE block: inhibitors of human fatty acid synthase thioesterase domain; recombinant FAS-TE, OMFH fluorogenic substrate, fluorescence endpoint; inhibition, % at 15 µM; P49327; AID 602261; 360,000 compounds, 0.67% hits;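 active = compounds whose normalised, plate-corrected inhibition of enzyme fluorescence in the single-dose primary screen is 50% or more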;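 note: 0% = DMSO with enzyme and 100% = substrate without enzyme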
# CSN deneddyl inh: blocks human CSN-mediated cullin deneddylation; Q92905; Purified CSN, SCF-Nedd8-OG deneddylation, fluorescence polarization; inhibition, % at 12.5 µM; 360,000 compounds, 0.38% hits; AID 651999;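 active = pattern-corrected inhibition above about 35%, with an unprinted fluorescence ratio check between 0.5 and 1.5, limit read from the data, passing the limit was not always enough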;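 note: 0% = enzyme with substrate and 100% = substrate without enzyme; some results filed as inactive read as strong as hits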
# Target sequence (Q92905 whole entry, looked up, one chain of several): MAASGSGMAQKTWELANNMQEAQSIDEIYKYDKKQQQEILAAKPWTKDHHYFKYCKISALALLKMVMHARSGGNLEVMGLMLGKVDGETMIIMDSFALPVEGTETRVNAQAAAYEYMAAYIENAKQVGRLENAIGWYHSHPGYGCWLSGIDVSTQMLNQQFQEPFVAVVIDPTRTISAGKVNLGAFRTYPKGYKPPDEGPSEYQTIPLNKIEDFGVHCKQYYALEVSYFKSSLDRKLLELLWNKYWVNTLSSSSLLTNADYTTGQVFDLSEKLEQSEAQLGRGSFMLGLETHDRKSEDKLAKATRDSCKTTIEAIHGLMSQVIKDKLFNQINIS
#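 Test system: purified human Csn5 enzyme expressed in HEK293T cells. Amount: 0.24 nM enzyme. Reagent: SCFSkp2-Nedd8OG substrate at 10 nM final. Schedule: 90 min incubation of compound, enzyme and substrate at room temperature. Detection: fluorescence polarization. Read-out: % inhibition of substrate cleavage by Csn5.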
# MLLE-PAM2 inh: inhibitors of microRNA-mediated deadenylation, human PABP1 MLLE binding. GST-MLLE / FITC-PAM2 fluorescence polarization. inhibition, % at 20 µM. 360,000 compounds, 0.36% hits; in the data active = inhibition above about 35%, passing the limit was not always enough;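 note: plate controls were DMSO wells with GST-MLLE for no effect and wells lacking GST-MLLE protein for full effect; some results filed as inactive read as strong as hits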
# MT1-MMP act inh: blocks activation of human MT1-MMP. P50281. GFP/RFP ratio change, % at 20 µM. 360,000 compounds, 0.061% hits. HT1080 RFP-PRO-GFP cells, GFP/RFP ratio fluorescence, overnight; percent of plate control window, DMSO zero;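 active = GFP/RFP ratio change of at least 30% with cell ATP level not reduced by more than half and red fluorescence within 50% of control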; note: strong numbers were not always called active
#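 Material: RFP-PRO-GFP reporter HT1080 cells. Dosing: single-point 20 µM compound, 1% DMSO. Controls: DMSO and RFP-L50D-GFP cell wells. Timing: cells overnight before dosing, compound overnight, 37 °C, 5% CO2. Measure: GFP/RFP fluorescence ratio.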
# Rin1 Abl inh: human Rin1-Abl interaction inhibition | inhibition, % at 7.35 µM | P00519+Q13671 | TR-FRET Rin1/Abl binding, biochemical | 360,000 compounds, 0.4% hits; in the data active = inhibition above about 5%, passing the limit was not always enough
# SKN-1 inh: inhibitors of C. elegans SKN-1 | C. elegans VP596 Pgst-4::GFP/RFP ratio, acrylamide-induced, 24 h | inhibition, % at 21.8 µM | 360,000 compounds, 0.49% hits;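 active = interference check ratio from 0.5 to 1.5 plus GFP to RFP signal ratio inhibition reaching or exceeding a fixed threshold, cut at about 30% in these data, passing the limit was not always enough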; note: some compounds called inactive have numbers as strong as hits
# Neddylation inh: cullin neddylation inhibition. TR-FRET cullin neddylation, biochemical. calls only at 25 µM. 360,000 compounds, 0.58% hits. AID 651699; in the data active = inhibition above about 36%
# Target sequence (P61081 whole entry, looked up): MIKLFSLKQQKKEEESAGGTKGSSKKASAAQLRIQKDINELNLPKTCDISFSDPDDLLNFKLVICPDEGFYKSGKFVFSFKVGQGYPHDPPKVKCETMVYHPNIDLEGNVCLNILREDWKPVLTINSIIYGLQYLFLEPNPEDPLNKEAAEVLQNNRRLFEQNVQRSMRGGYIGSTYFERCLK
# Target sequence (Q13564 whole entry, looked up): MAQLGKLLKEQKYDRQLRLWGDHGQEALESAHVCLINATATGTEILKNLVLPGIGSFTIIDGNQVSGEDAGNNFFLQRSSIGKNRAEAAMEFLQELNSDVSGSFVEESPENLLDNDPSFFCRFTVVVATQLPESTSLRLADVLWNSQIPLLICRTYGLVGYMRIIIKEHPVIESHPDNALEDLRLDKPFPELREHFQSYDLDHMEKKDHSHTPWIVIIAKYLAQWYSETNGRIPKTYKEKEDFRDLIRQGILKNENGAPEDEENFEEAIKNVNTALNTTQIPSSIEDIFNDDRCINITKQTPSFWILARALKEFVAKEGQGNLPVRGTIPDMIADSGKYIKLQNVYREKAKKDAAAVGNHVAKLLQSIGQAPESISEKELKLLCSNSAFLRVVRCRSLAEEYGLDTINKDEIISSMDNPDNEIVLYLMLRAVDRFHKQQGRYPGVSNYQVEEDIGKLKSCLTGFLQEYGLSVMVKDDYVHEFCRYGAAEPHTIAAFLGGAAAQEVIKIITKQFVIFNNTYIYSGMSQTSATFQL
# The depositor's hits bear a star; i = inactive; nt = no result given. An unsorted share of the library; about 3.9% have a hit in one of these screens.
entry	Structure	NadD inh	Rpn11 inh	FAS TE block	CSN deneddyl inh	MLLE-PAM2 inh	MT1-MMP act inh	Rin1 Abl inh	SKN-1 inh	Neddylation inh
1	O=C(N/N=C/c1cccnc1)c1ccccc1OCc1ccc(Br)cc1	3.6	i	9.6	-10.5	-1.1	-2.7	-1.9	8.2	i
2	O=C(CN1CCN(c2ccccc2)CC1)NC(=O)NCc1ccco1	-0.6	i	-1.5	0.6	13.1	5.3	1.5	2.7	i
3	COC(=O)[C@@]12C[C@@H](CC(=O)NCCCCc3ccccc3)C(=O)N(Cc3ccccc3)C1=CCC(C)(C)C2	nt	nt	nt	-3.7	nt	-5.6	nt	-8.2	i
4	c1ccc(COC2CCCN(Cc3nc(-c4cnccn4)no3)C2)cc1 (stereo not given)	-0.7	i	-3.6	3.4	-5.4	nt	4.5	-12.6	i
5	O=C(O)c1ccc(-n2cccc2/C=C2/NC(=O)N(c3cccc(Cl)c3)C2=O)cc1	10.8	nt	0.8	34.6	-1.1	-7.5	1.0	1.1	i
6	O=C(CN(C(=O)CCC(=O)Nc1nccs1)c1ccc2c(c1)OCO2)NCc1ccc(F)cc1	8.8	i	11.3	2.5	-4.6	0.9	0.6	-3.6	i
7	NC(=O)C1CCN(S(=O)(=O)c2cc3c4c(c2)CCN4C(=O)CC3)CC1	0.7	i	-4.0	4.6	3.4	1.3	2.1	12.8	i
8	CCC1CCCCN1C(=S)NC(=O)c1cccc([N+](=O)[O-])c1 (stereo not given)	-7.4	i	6.6	-4.6	42.2*	3.9	-1.3	0.7	i
9	COc1cccc2c1O/C(=N\O)C(C(=O)Nc1cccc(C)c1C)C2 (stereo not given)	-5.3	i	-6.6	-0.2	12.3	-0.5	3.3	3.6	i
10	COc1ccc(CCNC(=O)C(=O)NCC2OCCN2S(=O)(=O)c2ccc(OC)cc2)cc1 (stereo not given)	0.2	i	-2.5	-0.7	4.0	-4.9	0.4	-10.1	i
11	COc1cccc(OC)c1C(=O)NC(=O)Nc1c(F)c(F)c(F)c(F)c1F	-5.6	i	-4.5	2.5	5.0	1.4	2.7	-4.8	i
12	CCc1nc2ccccc2[nH]c1=O	-2.6	i	-1.6	-2.2	9.5	-0.3	0.4	-11.8	i
13	CC(Sc1nc(-c2ccccc2)cc(C(F)(F)F)n1)C(=O)NCCN1CCOCC1 (stereo not given)	-3.2	i	-7.4	-4.4	-9.4	0.4	-7.5	5.9	i
14	CCOC(=O)C1CCCN(CC(=O)c2ccc(F)cc2)C1 (stereo not given)	-2.5	i	-3.2	-5.2	5.5	2.6	0.7	20.5	i
15	O=C(Cn1c(NCCCO)nc2ccccc21)c1ccco1	6.3	i	-6.0	-3.3	-16.1	-0.1	4.2	-8.2	i
16	COc1ccc(S(=O)(=O)N(C)C)cc1NC(=O)COC(=O)c1nc2nccc(C)n2n1	-5.5	i	-8.2	-5.2	0.1	-4.0	0.3	-8.5	i
17	CCN(CC(=O)NCc1cccs1)C(=O)c1ccc(S(=O)(=O)Nc2ccccc2)cc1	0.7	i	-3.6	-0.1	8.9	-2.2	-0.9	10.0	i
18	C/C(=C\C(=O)c1ccc(F)cc1)NCc1ccc2c(c1)OCO2	7.0	i	10.5	-3.3	9.7	5.1	0.4	1.1	i
19	c1ccc(-n2nnnc2NC2CCCCCC2)cc1	-0.5	i	-7.0	3.6	3.3	6.2	1.0	12.8	i
20	Cc1ccc(-c2nc(=S)c3c(n2Cc2cccnc2)CC(C)(C)OC3)cc1	-10.4	i	-1.1	-2.0	23.5	1.6	-2.2	16.8	i

# Reprinted at random: 6 entries already listed.
entry	Structure	NadD inh	Rpn11 inh	FAS TE block	CSN deneddyl inh	MLLE-PAM2 inh	MT1-MMP act inh	Rin1 Abl inh	SKN-1 inh	Neddylation inh
8	CCC1CCCCN1C(=S)NC(=O)c1cccc([N+](=O)[O-])c1 (stereo not given)	-7.4	i	6.6	-4.6	42.2*	3.9	-1.3	0.7	i
15	O=C(Cn1c(NCCCO)nc2ccccc21)c1ccco1	6.3	i	-6.0	-3.3	-16.1	-0.1	4.2	-8.2	i
16	COc1ccc(S(=O)(=O)N(C)C)cc1NC(=O)COC(=O)c1nc2nccc(C)n2n1	-5.5	i	-8.2	-5.2	0.1	-4.0	0.3	-8.5	i
7	NC(=O)C1CCN(S(=O)(=O)c2cc3c4c(c2)CCN4C(=O)CC3)CC1	0.7	i	-4.0	4.6	3.4	1.3	2.1	12.8	i
1	O=C(N/N=C/c1cccnc1)c1ccccc1OCc1ccc(Br)cc1	3.6	i	9.6	-10.5	-1.1	-2.7	-1.9	8.2	i
17	CCN(CC(=O)NCc1cccs1)C(=O)c1ccc(S(=O)(=O)Nc2ccccc2)cc1	0.7	i	-3.6	-0.1	8.9	-2.2	-0.9	10.0	i

# The list goes on:
entry	Structure	NadD inh	Rpn11 inh	FAS TE block	CSN deneddyl inh	MLLE-PAM2 inh	MT1-MMP act inh	Rin1 Abl inh	SKN-1 inh	Neddylation inh
21	Cc1cccc(NC(=O)CSCC(=O)N(C)CCOc2ccc(Cl)cc2)c1	-4.5	i	14.1	-2.4	-37.2	0.4	0.2	0.2	i
22	COc1cc(NC(=O)c2ccccc2)c(OC)cc1NC(=O)CN1C(=O)NC2(CCCCC2)C1=O	8.1	i	1.2	3.5	-10.4	2.0	6.2	17.2	i
23	N#Cc1cn(-c2ccccc2)nc1-c1cc2ccccc2oc1=O	-2.9	i	25.3	-1.1	12.4	2.4	-2.1	16.4	i
24	C/C(=N\NC(=O)c1c(C)nc2ccccn12)c1ccco1	1.4	i	-3.8	-0.9	11.2	-1.1	1.4	1.6	i
25	CCCCc1cc(=O)oc2c3c(cc(OCC(=O)NCCCO)c12)OC(C)(C)CC3	0.8	i	-0.9	7.2	-8.4	5.8	-1.4	-0.4	nt
26	CC(C)n1c(SCCCc2ccccc2)nc2c1c(=O)[nH]c(=O)n2C	-1.1	i	3.9	2.9	22.2	11.8	0.6	9.2	i
27	COc1ccc(-c2[nH]ncc2CN2CCCN(c3ccccc3)CC2)c(F)c1	-0.1	i	1.2	-2.6	1.6	-1.8	-1.5	3.3	i
28	Cc1ccc2[nH]cc(CCNC(=O)c3ccco3)c2c1	-6.1	i	-7.1	1.5	3.4	2.1	1.0	10.3	i
29	CCC(=O)NC(NCC1CCCO1)C(Cl)(Cl)Cl (stereo not given)	-5.1	i	-2.0	-0.1	1.5	0.5	5.1	19.8	i
30	CCC(=O)Nc1ccc(NC(=O)CSc2nnnn2C2CCCC2)cc1C	-1.0	i	-6.1	3.2	4.1	2.6	-0.2	19.1	i
31	Cc1ccc2[nH]c3c(c2c1)CCCC3=O	-6.6	i	-6.3	-4.8	4.8	-3.9	-2.1	18.6	nt
32	COc1ccc(C2CC(=O)C(C=NCCN3CCN(C(=S)Nc4ccccc4)CC3)=C(O)C2)cc1OC (stereo not given)	0.5	i	-3.0	0.7	-79.0	0.2	3.8	7.0	i
33	Cc1cc(SCC(=O)OCC(=O)N(C)c2ccccc2)nc2ccccc12	-0.6	i	11.6	0.8	-6.1	3.9	-1.4	10.1	i
34	COc1ccc(Cl)cc1NC(=O)Nc1cn(C)nc1C	-0.6	i	-3.2	1.0	2.1	4.0	1.8	16.4	i
35	CCc1nc(SCC(=O)c2ccc3c(c2)OCCO3)c2ccccc2n1	-0.4	i	20.7	0.9	26.5	2.9	-4.5	34.3	i
36	O=c1c2ccccc2sn1-c1ccc(Cl)cc1	2.4	i	-16.7	-0.1	25.1	0.5	-0.5	-9.8	i
37	COc1ccc(NC(=S)N(CCCN2CCCCCC2)Cc2cccs2)cc1	-0.6	i	-5.5	-1.8	-18.7	1.8	-0.7	-8.8	i
38	Cc1ccccc1NC(=O)C1C2C=CC(C3CC23)C1C(=O)O (stereo not given)	4.4	i	-2.3	-12.9	-2.3	2.3	2.3	2.3	i
39	CCOc1ccccc1NC(=O)Cc1ccccc1OC	-1.4	i	0.7	-0.6	-5.0	-10.7	2.7	-5.1	i
40	N#Cc1c(-c2ccc(Cl)cc2)cc(-c2ccccc2)nc1SCC(=O)O	11.2	i	18.2	0.7	-0.8	5.6	-0.8	-0.7	i

# The list continues:
entry	Structure	NadD inh	Rpn11 inh	FAS TE block	CSN deneddyl inh	MLLE-PAM2 inh	MT1-MMP act inh	Rin1 Abl inh	SKN-1 inh	Neddylation inh
41	CC(=O)Nc1cccc(C(=O)/C=C/c2cccs2)c1	-3.1	i	-2.6	6.8	-3.6	-2.0	-0.3	1.6	i
42	CC1(C(=O)NCCc2c[nH]c3ccccc23)CCN1CC1CCCCC1 (stereo not given)	-4.3	i	9.6	-3.9	3.3	3.8	-4.9	10.0	i
43	CCn1c(SCC(=O)Nc2ccc(F)cc2F)nc2c(c1=O)SCC2	-4.4	i	1.4	1.9	12.6	-1.2	-0.3	26.9	i
44	CCOC(=O)c1ccc(NC(=O)C2CCC(CNc3c(N4CCOCC4)c(=O)c3=O)CC2)cc1 (stereo not given)	1.6	i	-1.4	0.1	-6.3	-10.9	1.1	5.6	i
45	Cc1nc2c(C(=O)NCCC3=CCCCC3)c[nH]n2c(=O)c1Cl	19.9	i	5.3	3.0	1.7	6.5	-1.6	11.6	i
46	CCOC(=O)Cn1c(=O)oc2cc(S(=O)(=O)N(CCN(C)C)Cc3ccccc3)ccc21	-5.2	i	-8.3	6.1	6.6	1.6	-5.7	12.7	i
47	O=C1Nc2ccc(C(=O)O)c(O)c2C1=O	4.2	i	-5.3	0.9	1.3	1.8	-6.3	-0.1	i
48	Cc1cc(C)n2nnnc2c1C#N	8.7	i	-2.4	-3.7	1.2	16.3	-3.8	-6.7	i
49	Cc1ccc(CNC(=O)C(=O)NCC2CCCN2S(=O)(=O)c2cccs2)cc1 (stereo not given)	-6.2	i	-2.1	3.6	3.5	1.6	1.2	5.2	i
50	COc1ccccc1CNc1nc(NCc2ccc(C)cc2C)c2sccc2n1	25.5	i	14.9	0.3	17.2	-2.7	1.6	3.6	i
51	O=C1N(c2ccccc2)C(c2ccc(Cl)cc2)N2CCCN12 (stereo not given)	-0.8	i	-4.3	-5.9	20.7	-1.8	2.1	6.2	i
52	O=C(CNC(=O)c1cccs1)OCc1ccc(Cl)cc1	0.9	i	-4.0	5.2	-25.5	-3.7	1.2	-0.7	i
53	CCN(CC)S(=O)(=O)c1ccc(C)c(NC(=O)COC(=O)CN2C(=O)NC(C)(C)C2=O)c1	-7.9	i	-2.1	2.3	-23.8	0.7	-1.2	6.6	i

# 3 entries from above, ordered by molar mass, low to high.
entry	Structure	NadD inh	Rpn11 inh	FAS TE block	CSN deneddyl inh	MLLE-PAM2 inh	MT1-MMP act inh	Rin1 Abl inh	SKN-1 inh	Neddylation inh
47	O=C1Nc2ccc(C(=O)O)c(O)c2C1=O	4.2	i	-5.3	0.9	1.3	1.8	-6.3	-0.1	i
45	Cc1nc2c(C(=O)NCCC3=CCCCC3)c[nH]n2c(=O)c1Cl	19.9	i	5.3	3.0	1.7	6.5	-1.6	11.6	i
50	COc1ccccc1CNc1nc(NCc2ccc(C)cc2C)c2sccc2n1	25.5	i	14.9	0.3	17.2	-2.7	1.6	3.6	i

# Screens deposited in PubChem BioAssay by several laboratories.
